PfHsp40 yeast: rescue of PfHsp40-mediated yeast toxicity; hit rate 0.68% among 340,000; AID 504582; growth rescue, % at 12.5 µM; S. cerevisiae expressing PfHsp40, growth rescue, ATP luminescence; in the data active = growth rescue above about 28%, passing the limit was not always enough; inconclusive = no clear call, values can overlap the other calls;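 also: yeast W303a lacking pdr1 and pdr3 grown in galactose medium; growth measured after three days at 30 °C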
Mtb FBA inh: inhibits M. tuberculosis FBA enzyme; purified M. tuberculosis FBA, fluorescence read-out; inhibition, % at 1 µM; hit rate 2.3% among 360,000; AID 588726; in the data active = inhibition above about 27%;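 also: 0% = vehicle and 100% = reference inhibitor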
GDH-TPI inh: GDH-TPI coupled enzyme inhibition counter-screen. GDH-TPI coupled enzyme counterscreen, NADH absorbance. inhibition, % at 4.8 µM. hit rate 1.2% among 360,000; in the data active = inhibition above about 30%;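 also: 0% = DMSO wells and 100% = wells lacking the enzyme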
FadD28 binding: blocks FadD28 binding to the bisubstrate probe; fluorescence polarization; inhibition, % at 12.5 µM; hit rate 0.22% among 360,000; in the data active = inhibition above about 8.5%, passing the limit was not always enough; inconclusive = no clear call, values can overlap the other calls
Anthrax LF prot: inhibitors of Bacillus anthracis lethal factor protease | P15917 | multiplex microsphere protease cleavage assay, LF | inhibition, % at 10 µM | hit rate 0.12% among 360,000; also: plate controls were buffer without enzyme for full effect and enzyme alone for no effect
Target sequence (P15917 whole entry, looked up): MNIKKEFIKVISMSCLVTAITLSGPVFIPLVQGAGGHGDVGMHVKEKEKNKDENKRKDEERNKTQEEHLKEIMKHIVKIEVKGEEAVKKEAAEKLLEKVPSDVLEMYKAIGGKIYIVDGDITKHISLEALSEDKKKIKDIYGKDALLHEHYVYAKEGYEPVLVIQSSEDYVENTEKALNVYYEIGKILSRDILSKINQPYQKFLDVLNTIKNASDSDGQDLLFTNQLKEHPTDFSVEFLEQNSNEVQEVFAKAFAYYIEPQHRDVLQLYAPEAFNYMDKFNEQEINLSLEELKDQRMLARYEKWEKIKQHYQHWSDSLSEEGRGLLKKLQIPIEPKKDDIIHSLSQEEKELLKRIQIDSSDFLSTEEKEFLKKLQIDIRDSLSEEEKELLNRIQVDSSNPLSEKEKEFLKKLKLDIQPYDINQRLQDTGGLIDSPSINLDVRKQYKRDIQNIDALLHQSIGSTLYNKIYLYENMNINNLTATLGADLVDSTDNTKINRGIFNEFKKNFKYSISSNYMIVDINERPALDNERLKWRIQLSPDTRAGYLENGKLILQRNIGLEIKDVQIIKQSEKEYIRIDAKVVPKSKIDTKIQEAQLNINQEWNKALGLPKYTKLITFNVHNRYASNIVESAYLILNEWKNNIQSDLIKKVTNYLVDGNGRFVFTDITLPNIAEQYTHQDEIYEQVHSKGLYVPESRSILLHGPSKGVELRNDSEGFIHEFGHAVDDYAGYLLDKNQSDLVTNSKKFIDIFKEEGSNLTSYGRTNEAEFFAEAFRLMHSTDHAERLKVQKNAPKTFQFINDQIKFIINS
BoNT-F LC inh: BoNT F light chain protease inhibition; hit rate 0.22% among 360,000; inhibition, % at 10 µM; Multiplex microsphere protease cleavage assay, flow cytometry; in the data active = inhibition above about 35%, passing the limit was not always enough; inconclusive = no clear call, values can overlap the other calls; also: plate controls were buffer without enzyme for full effect and enzyme alone for no effect
BoNT-A LC inh2: blocks Botulinum neurotoxin A light chain protease | multiplex microsphere protease substrate cleavage, flow cytometry | hit rate 0.17% among 360,000 | inhibition, % at 10 µM; also: plate controls were buffer without enzyme for full effect and enzyme alone for no effect
Mtb UGM inh: inhibitors of M. tuberculosis UDP-galactopyranose mutase; purified UGM, fluorescence polarization probe displacement; inhibition, % at 10 µM; hit rate 0.06% among 320,000; AID 504406; in the data active = inhibition above about 10%, passing the limit was not always enough; inconclusive = no clear call, values can overlap the other calls
BioA inh: BioA (M. tuberculosis) enzyme inhibition; AID 602481; purified M. tuberculosis BioA enzyme, plate reader; hit rate 0.096% among 360,000; inhibition, % at 9.99 µM; in the data active = inhibition above about 40%; inconclusive = no clear call, values can overlap the other calls
* hit, by the source's call; ? = inconclusive; . = no result given. Rule as the data show it, unless noted: active = inhibition above about 30%; inconclusive = no clear call, values can overlap the other calls; inactive = below that. Compounds as they come; overall some 4.7% were active at least once.

Start of the data: the first 7 records, ahead of the listing:
SMILES | PfHsp40 yeast | Mtb FBA inh | GDH-TPI inh | FadD28 binding | Anthrax LF prot | BoNT-F LC inh | BoNT-A LC inh2 | Mtb UGM inh | BioA inh
CC(C)(C)NCC(O)COc1ccc(Br)cc1 (stereo unspecified) | -1.4 | 3 | -4 | -4.2 | 0 | 0 | 0.2 | 1.7 | -0.5
CC(C)CC(=O)NC(=S)Nc1ccc(S(=O)(=O)N2CCN(C)CC2)cc1 | 0.2 | 0 | 9 | -1.4 | 0 | 0 | -0.2 | 1.7 | .
Cc1ccc(NC(=O)CSCC(=O)N=c2sccn2C)cc1 | 0.9 | 1 | -1 | 0.0 | -3 | 1 | -4.9 | 3.3 | 0.3
Cc1ccc(S(=O)(=O)NCCCNC(=O)OCc2ccccc2)cc1 | -1.1 | -1 | 4 | -2.5 | -6 | 4 | -0.1 | . | 0.5
COc1ccc(N2CCN(c3ncnc4c3cnn4-c3ccc(C)cc3C)CC2)cc1 | 0.7 | 1 | 22 | 1.8 | 0 | 7 | 0.6 | -3.2 | -0.8
CCOC(=O)/C=C/C(=O)Nc1ccc(S(=O)(=O)Nc2c(C)cc(C)cc2C)cc1 | 0.0 | -2 | 9 | -2.9 | 1 | -2 | 0.6 | -4.0 | .
CCN(CC)CCN1C(=O)c2ccccc2NC1c1cccc(F)c1 (stereo unspecified) | -0.2 | 51* | 8 | -0.9 | -6 | -23 | 0.2 | 1.9 | -1.5

The list itself (from the top)
SMILES | PfHsp40 yeast | Mtb FBA inh | GDH-TPI inh | FadD28 binding | Anthrax LF prot | BoNT-F LC inh | BoNT-A LC inh2 | Mtb UGM inh | BioA inh
CC(C)(C)NCC(O)COc1ccc(Br)cc1 (stereo unspecified) | -1.4 | 3 | -4 | -4.2 | 0 | 0 | 0.2 | 1.7 | -0.5
CC(C)CC(=O)NC(=S)Nc1ccc(S(=O)(=O)N2CCN(C)CC2)cc1 | 0.2 | 0 | 9 | -1.4 | 0 | 0 | -0.2 | 1.7 | .
Cc1ccc(NC(=O)CSCC(=O)N=c2sccn2C)cc1 | 0.9 | 1 | -1 | 0.0 | -3 | 1 | -4.9 | 3.3 | 0.3
Cc1ccc(S(=O)(=O)NCCCNC(=O)OCc2ccccc2)cc1 | -1.1 | -1 | 4 | -2.5 | -6 | 4 | -0.1 | . | 0.5
COc1ccc(N2CCN(c3ncnc4c3cnn4-c3ccc(C)cc3C)CC2)cc1 | 0.7 | 1 | 22 | 1.8 | 0 | 7 | 0.6 | -3.2 | -0.8
CCOC(=O)/C=C/C(=O)Nc1ccc(S(=O)(=O)Nc2c(C)cc(C)cc2C)cc1 | 0.0 | -2 | 9 | -2.9 | 1 | -2 | 0.6 | -4.0 | .
CCN(CC)CCN1C(=O)c2ccccc2NC1c1cccc(F)c1 (stereo unspecified) | -0.2 | 51* | 8 | -0.9 | -6 | -23 | 0.2 | 1.9 | -1.5
COC(C[C@H]1O[C@H]1[C@@H](O)COCc1ccccc1)OC | -1.0 | -2 | -4 | 1.3 | -15 | 2 | 0.3 | . | -6.3
O=C(c1ccccc1F)N1CCCC(c2ccccc2)C1 (stereo unspecified) | 0.3 | 4 | 5 | -4.1 | 1 | 0 | 0.4 | -1.6 | -0.3
CN1OC[C@@H]2CN(S(=O)(=O)c3ccccc3)[C@H](c3ccc(N4CCCCC4)cc3)C[C@@H]21 | . | 2 | . | -1.1 | -1 | 6 | -1.4 | . | -0.8
O=Cc1s/c(=N\S(=O)(=O)c2ccccc2)n(CCCCl)c1Cl | 0.4 | -2 | -5 | -6.0 | -4 | 2 | 0.3 | . | .
CCCCc1ccc(NC(=O)CC(C)=O)cc1 | 0.2 | -2 | -1 | -1.6 | -2 | 1 | -0.6 | 4.6 | -0.1
CCCC(=O)N1CCN(Cc2nc3cc([N+](=O)[O-])ccc3n2C)CC1 | -0.4 | -2 | 7 | -1.1 | 2 | -25 | 0.8 | -0.2 | .
O=C(CSc1cccc2cccnc12)Nc1cccc(S(=O)(=O)N2CCOCC2)c1 | -1.3 | 6 | 2 | -1.8 | -3 | -14 | -0.8 | -0.3 | .
Nc1cccc2cc(S(=O)(=O)O)ccc12 | 0.6 | 39* | 16 | -0.8 | -3 | -6 | -0.1 | . | -0.6
Cc1[nH]n(C)c(=O)c1C(=O)c1c(-c2c(Cl)cccc2Cl)noc1C | 0.8 | -1 | 10 | -3.2 | . | . | . | 1.2 | 0.4
CCOCCCNC(=O)/C(C#N)=C/c1ccc(-c2ccc(S(=O)(=O)N3CCOCC3)cc2)o1 | 2.4 | 0 | 23 | -4.3 | 0 | -2 | 3.7 | 2.1 | -0.1
O=C(c1cc2ccccc2oc1=O)N(Cc1ccc2c(c1)OCO2)Cc1ccco1 | 0.0 | -1 | 4 | -5.3 | -10 | -2 | -0.9 | -2.0 | .
CCCCC(=O)Nc1cc(C)c(NC(=O)c2cccs2)cn1 | -0.7 | 3 | 3 | 0.2 | -5 | 5 | 0.6 | -2.0 | 0.0
Cc1ccc(C(C)C)c(OCC(=O)NNC2=CC(=O)CC(C)(C)C2)c1 | -0.3 | -1 | -7 | -4.3 | 1 | ? | -0.6 | -5.4 | -0.9
NC(=O)CSc1oc(-c2ccco2)nc1S(=O)(=O)c1ccccc1 | -2.0 | 1 | 1 | -3.0 | -7 | 2 | 0.1 | 1.9 | 2.8
COc1ccc(NS(=O)(=O)c2ccc(Cl)c(N)c2)cc1Br | 0.4 | 4 | 4 | -2.9 | -12 | -8 | -0.5 | 1.6 | 2.9
CCOc1ccc2[nH]c(=O)c(CN(CCc3ccccc3)C(=O)N3CCCC3)cc2c1 | 0.1 | 4 | 3 | 0.0 | 0 | -1 | -0.5 | -0.9 | .
CCc1ccc(CNC(=O)C2CCN(S(=O)(=O)N3CCC(C)CC3)CC2)cc1 | 2.1 | 4 | -6 | -2.4 | -1 | -2 | 0.3 | 3.8 | 0.5
CC(C)OCCCNC(=O)C(=O)N/N=C/c1ccc(OCc2ccccc2)cc1 | . | -1 | 6 | -1.4 | . | . | . | 3.3 | -0.7

Other compounds:
SMILES | PfHsp40 yeast | Mtb FBA inh | GDH-TPI inh | FadD28 binding | Anthrax LF prot | BoNT-F LC inh | BoNT-A LC inh2 | Mtb UGM inh | BioA inh
Cc1c(NC(=O)COc2cccc(Br)c2)c(=O)n(-c2ccccc2)n1C | -2.7 | 2 | 4 | -1.9 | 10 | 2 | -0.6 | -0.7 | -1.3
CC12CC3CC(C)(C1)CC(Nc1nc(N4CCOCC4)nc4ccccc14)(C3)C2 | 2.5 | 7 | -5 | -2.1 | -5 | ? | -7.0 | -1.2 | .
CC(=O)c1ccc(NC(=O)C2CC(=O)N(Cc3ccccc3)C2)cc1 (stereo unspecified) | 0.4 | 0 | -5 | -1.9 | -14 | 10 | 7.3 | -5.2 | 74*
CC(NC(=O)c1ccco1)C(=O)N(C)Cc1ccc(C(F)(F)F)cc1 (stereo unspecified) | 0.8 | 0 | -1 | -1.6 | -1 | -2 | -0.2 | 0.8 | 5.9
Cc1ccc(-c2cccc(C(=O)NCCc3ccccc3)n2)c2ccccc12 | 1.7 | 4 | 13 | -0.8 | 0 | 6 | -0.4 | 1.0 | -5.6
CN(C(=O)COC(=O)c1ccc(Cl)cc1N)C1CCS(=O)(=O)C1 (stereo unspecified) | -1.0 | 67* | 5 | -0.4 | -1 | -10 | -0.4 | 1.5 | -0.5
Cn1cc(Br)c(-c2cccc(NC(=O)CC(C)(C)CC(=O)O)c2)n1 | 0.9 | 0 | -9 | -5.5 | 0 | ? | ? | 0.7 | .
COC(=O)c1cc(Oc2ccc(C(=O)OC)cc2N)cc(C(=O)OC)c1 | -1.3 | -7 | 5 | -1.9 | 6 | -17 | 0.2 | 2.8 | 1.6
CC(=O)N1CCCc2cc(S(=O)(=O)N3CCCC(C(=O)Nc4cccc(C)c4)C3)ccc21 (stereo unspecified) | 1.1 | -1 | 9 | 0.1 | -3 | -6 | -0.9 | -0.5 | -1.4
Cc1cc(C(=O)CSc2ncnc3ccccc23)c(C)n1C1CC1 | 0.8 | -3 | 0 | -0.1 | -10 | -1 | 0.2 | 5.0 | -1.6
COc1cc(OC)c2c(c1)O[C@@H](c1ccc(OC)c(OC)c1)[C@H](O)C2 | -0.4 | 2 | 6 | -0.9 | . | . | . | -0.5 | -0.4
COc1ccc(/C=N/NC(=O)CC#N)cc1Oc1nc(Cl)ncc1F | 0.6 | 5 | -3 | -0.4 | 3 | 13 | -1.9 | -3.0 | -0.4
CN(Cc1ccccc1)C(=O)c1ccccc1NC(=O)C1CC1 | -0.3 | -1 | -3 | -3.6 | -2 | 0 | -0.7 | -1.2 | .
CCn1nc(C)cc1C(=O)N1CCCC(C(=O)c2ccc3ccccc3c2)C1 (stereo unspecified) | -1.4 | 7 | -3 | -0.9 | -6 | -1 | 0.8 | -3.1 | .
CCc1cccc2c1NC(=O)C21OCCO1 | -0.6 | 0 | 6 | -2.1 | 12 | 2 | -4.1 | 0.9 | -3.2
O=C(CSc1nnc(-c2ccco2)n1-c1ccccc1)NCc1ccco1 | -0.2 | -1 | 3 | 0.5 | 0 | 7 | 0.1 | -1.0 | 0.6
Cc1[nH]c2ccccc2c1SCc1ccccc1 | -0.4 | 0 | 1 | 0.0 | 8 | 0 | 0.4 | -0.7 | 2.1
Cc1nc(CN2CCN(C(=O)c3ccc(Br)cc3)CC2)cs1 | -1.9 | -2 | 17 | 0.4 | -1 | -5 | 0.8 | 0.5 | 1.5
O=C(CSc1nc(-c2ccccc2)nc2c1Cc1ccccc1O2)Nc1ccc(C(=O)O)cc1 | -0.3 | 3 | -8 | -3.2 | -2 | 0 | -0.3 | . | .
Cn1c(=O)n(C)c2cc([N+](=O)[O-])c(N3CCN(C(=O)c4ccc(F)cc4)CC3)cc21 | -2.4 | -1 | 6 | -0.1 | 5 | -5 | -0.2 | 0.1 | .
CC(O)Cn1ccccc1=N (stereo unspecified) | 0.2 | 8 | 3 | 1.4 | -4 | -1 | 1.0 | 0.6 | -2.0
Cn1c2c(c(=O)n(C)c1=O)C(c1cccc(F)c1)C(C#N)=C(N)O2 (stereo unspecified) | -0.9 | 2 | 7 | -1.2 | 5 | ? | ? | 2.0 | .
CC(=O)C1=C(C)NC(C)=C(C(C)=O)C1c1ccc(-c2ccccc2Cl)o1 | -1.1 | 0 | 13 | -4.5 | -6 | -12 | -0.1 | . | -1.1
N#C/C(=C/c1cccnc1)c1ccccc1 | 12 | -3 | 4 | -2.0 | 17 | ? | -4.5 | 1.4 | 5.6
O=C(Oc1cc(Cl)ccc1Cl)c1ccc(N2CCOCC2)c([N+](=O)[O-])c1 | 1.4 | 0 | -8 | -3.8 | -1 | -4 | -0.4 | -1.6 | 0.4

(more compounds)
SMILES | PfHsp40 yeast | Mtb FBA inh | GDH-TPI inh | FadD28 binding | Anthrax LF prot | BoNT-F LC inh | BoNT-A LC inh2 | Mtb UGM inh | BioA inh
Cc1cccc(OCC(=O)NCC(=O)N/N=C/c2ccc(O)cc2O)c1 | -0.2 | 3 | 20 | -1.4 | -4 | -8 | -2.7 | 5.2 | .
CCCCC1(C)NC(=O)c2c(C)sc(C(=O)OCC)c2N1 (stereo unspecified) | 9.7 | 25 | 3 | -3.2 | -2 | 12 | 0.3 | 1.8 | 2.2
Cc1ccc2[nH]c(=O)c(-c3nc4cc(C)ccn4c3NCc3ccco3)cc2c1 | 0.0 | 6 | 12 | -1.6 | -1 | -8 | -0.4 | 0.7 | -5.4
COc1ccc(OCCn2nnc(-c3ccc(Cl)cc3)n2)cc1 | 0.5 | 3 | 9 | -0.9 | 0 | -1 | 0.7 | -1.2 | .
CCCCn1c(SCC(N)=O)nnc1-c1ccco1 | -0.3 | -1 | -9 | -0.7 | -1 | -1 | -0.6 | 1.5 | .
Cc1ccc(NC(=O)C(C)N2CCOCC2)c(C(=O)c2ccccc2)c1 (stereo unspecified) | -0.9 | -1 | -14 | -3.0 | -2 | 2 | 0.1 | 2.4 | 0.4
CC(C)C(=O)NC(NC1CCS(=O)(=O)C1)C(Cl)(Cl)Cl (stereo unspecified) | 0.2 | 2 | 9 | -0.2 | -1 | -2 | 0.2 | -0.4 | .
CCOC(=O)C1=C(C)NC(C)=C(C(=O)OCC)C1C(=O)O | -0.9 | 0 | 5 | -3.8 | 1 | -4 | ? | -0.3 | -1.6
CSc1ccccc1NC(=O)COC(=O)/C=C/c1ccco1 | 1.7 | -1 | 13 | -1.2 | -6 | -7 | -0.6 | 0.0 | -0.8

From PubChem BioAssay
